Chronic BCR inh: chronic active BCR signaling inhibition; ABC-DLBCL IkBa-CBG/CBR reporter, luminescence ratio, 4 h; Potency, µM (top dose mostly 46.1 µM), for the others: top-dose ratio change, negative = lower green/red ratio, most hits filed as inhibitors; hit rate 0.05% among 340,000; active = well fitted inhibition curve with a large enough effect in the signal ratio, with a control signal flat, not every such curve was filed as active; inconclusive = small, poorly fitted or top-dose-only effect, or effect the other way, or a change in a side signal; the % refers to the signal ratio;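 note: potency is the fitted concentration of half-maximal effect; plate controls were basal doxycycline-induced cells for no effect and cells given 10 µM MG132 for full effect; MG132 reads +100%, hits lower the ratio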
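TMD8 human ABC-DLBCL cells with doxycycline-inducible IκBα–green luciferase fusion and unfused red luciferase, in 0.5% FBS medium; compounds up to 46 uM, 4 h at 37C. Green/red luminescence ratio, filter-overlap corrected, fitted to concentration-response curves.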
ELG1 DNA repair: blocks ELG1-dependent DNA repair in HEK293T cells; hit rate 2.3% among 330,000; Potency, µM (doses to about 46.1 µM), for inactives: at the highest dose activity change, negative = inhibition, hits mostly inhibitors; HEK293T ELG1-luciferase reporter, luminescence, 16 h; DNA damage induced by 5-fluorouridine; note: potency is the fitted concentration of half-maximal effect; % is set by controls: 0 for no effect and ±100 for the full control effect; nearly all actives have a fitted effect of over 55% in size
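DMSO vehicle served as the neutral condition. Each well held 2,000 cells given 5-fluorouridine plus compound; after 16 hr at 37 °C/5% CO2, ONE-Glo was added and luciferase measured 30 min later.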
Tb PFK block: blocks T. brucei phosphofructokinase | hit rate 0.17% among 330,000 | Potency, µM (doses to about 57.5 µM), for the others: top-dose activity, negative = inhibition, hits mostly inhibitors | T. brucei PFK, ADP-Glo luminescence;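 note: potency is the fitted concentration of half-maximal effect; 0% = uninhibited 1x PFK enzyme wells and -100% = no-enzyme wells; nearly all actives have a fitted effect of over 60% in size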
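ADP-Glo luminescence quantified ADP after 45 min at room temperature, with 1.25 nM T. brucei PFK, 0.1 mM ATP and 0.5 mM fructose-6-phosphate in pH 8.0 TEA buffer. qHTS titrations up to 57 µM; curves classified by quality.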
USP2a block: blocks human ubiquitin-specific protease USP2a. USP2 core, Ub-CHOP2 coupled fluorogenic reporter, 485/531. O75604. hit rate 0.01% among 330,000. Potency, µM (series often up to 38.3 µM), without a hit: at the highest dose activity change, negative = inhibition, actives largely listed as inhibitors;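 note: potency is the fitted concentration of half-maximal effect; plate controls were DMSO wells for no effect and full inhibition by NEM control for full effect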
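USP2 core (10nM final) preincubated 30min RT with compound in 20mM Tris-HCl pH 8.0, 2mM CaCl2, 2mM beta-mercaptoethanol, 0.05% CHAPS; 25nM Ub-CHOP2 plus 25nM reporter substrate added, fluorescence (Ex485/Em531) read after 60min.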
PTAP TSG101 blk: blocks PTAP/TSG101 interaction to inhibit HIV-1 budding; Potency, µM (doses to about 115 µM), for the others: top-dose activity change, negative = inhibition, hits mostly inhibitors; Q99816; Fluorescence polarization, FITC-PTAP peptide / Tsg101 binding; 340,000 tested, under 10 active; AID 493005; active = well fitted inhibition curve with a large enough effect in the main read-out, with a control signal flat, not every such curve was filed as active; inconclusive = small, poorly fitted or top-dose-only effect, or effect the other way, or a change in a side signal; inactive = no such curve, though single readings can be large or run the other way; note: potency is the fitted concentration of half-maximal effect; % of control where 0% means no effect
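Steps: Tsg101 binding domain dispensed (10 uM final), compounds pinned in DMSO, FITC-labeled PTAP-motif peptide added (50 nM final); after 20 min binding at room temperature, polarization measured.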
TSHR antag: antagonists of human thyroid stimulating hormone receptor; P16473; TSHR-expressing cells, TSH-stimulated cAMP HTRF, 2 h; active compounds read low; activity change, negative = inhibition, % at 11.5 µM; hit rate 0.2% among 330,000; AID 504810;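 active = activity change below a set negative limit, meaning inhibition stronger than a set level, cut at about -70% in these data; inconclusive = activity change between two set negative limits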; note: % is set by controls: 0 for no effect and ±100 for the full control effect
Target sequence (P16473 whole entry, looked up): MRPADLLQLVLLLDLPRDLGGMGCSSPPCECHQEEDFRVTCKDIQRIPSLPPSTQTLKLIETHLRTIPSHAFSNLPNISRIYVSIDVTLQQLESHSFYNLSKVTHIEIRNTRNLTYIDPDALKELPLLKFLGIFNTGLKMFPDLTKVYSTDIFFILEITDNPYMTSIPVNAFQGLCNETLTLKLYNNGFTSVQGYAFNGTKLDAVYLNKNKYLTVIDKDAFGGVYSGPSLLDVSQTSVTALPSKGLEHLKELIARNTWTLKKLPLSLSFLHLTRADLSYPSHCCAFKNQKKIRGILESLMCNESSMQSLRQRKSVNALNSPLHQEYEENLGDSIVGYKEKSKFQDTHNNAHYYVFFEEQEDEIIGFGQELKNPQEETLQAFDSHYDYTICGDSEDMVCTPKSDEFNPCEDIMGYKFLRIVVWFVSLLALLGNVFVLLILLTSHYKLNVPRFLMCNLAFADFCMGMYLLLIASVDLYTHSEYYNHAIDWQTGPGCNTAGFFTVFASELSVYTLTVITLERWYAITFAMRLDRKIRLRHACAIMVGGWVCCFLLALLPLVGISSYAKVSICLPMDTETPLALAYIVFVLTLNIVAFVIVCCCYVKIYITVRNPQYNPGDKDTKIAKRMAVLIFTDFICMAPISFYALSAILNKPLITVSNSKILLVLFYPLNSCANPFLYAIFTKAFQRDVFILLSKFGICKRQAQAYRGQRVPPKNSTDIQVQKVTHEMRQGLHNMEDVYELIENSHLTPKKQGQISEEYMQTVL
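Read-out is FRET at 665 nm (cryptate excitation 337 nm) from a cryptate-tagged anti-cAMP antibody, competed by cell cAMP against cAMP-d2. Compounds are tested on freshly harvested TSHR cells challenged with 4nM TSH (EC80) for 2 hours at 37 deg C.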
B2AR arrestin: beta2AR (human) beta-arrestin recruitment activity; Potency, µM (titrated, usually from 46.1 µM), inactives show at the top dose activation, hits mostly activators; hit rate 0.02% among 330,000; AID 492947; beta-arrestin recruitment to beta2AR, cell-based reporter;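 note: potency is the fitted concentration of half-maximal effect; 0% = DMSO controls and full agonism = EC100 isoproterenol or metaproterenol; nearly all actives have a fitted effect of over 65% in size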
Target sequence (P07550 whole entry, looked up): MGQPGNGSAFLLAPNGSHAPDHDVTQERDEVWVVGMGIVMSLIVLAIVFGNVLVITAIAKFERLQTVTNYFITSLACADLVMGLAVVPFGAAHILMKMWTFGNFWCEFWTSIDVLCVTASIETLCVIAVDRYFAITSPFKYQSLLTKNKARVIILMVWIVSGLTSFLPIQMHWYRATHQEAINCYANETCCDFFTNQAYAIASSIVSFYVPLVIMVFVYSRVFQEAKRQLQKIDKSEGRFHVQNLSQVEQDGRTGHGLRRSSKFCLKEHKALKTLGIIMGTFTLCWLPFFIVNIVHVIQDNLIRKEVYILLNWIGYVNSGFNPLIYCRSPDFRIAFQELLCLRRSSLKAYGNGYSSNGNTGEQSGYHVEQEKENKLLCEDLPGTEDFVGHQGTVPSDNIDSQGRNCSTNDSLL
Eya2 phos inh: blocks the phosphatase activity of human Eya2. recombinant Eya2, OMFP fluorescence dephosphorylation (OMFP is methylfluorescein phosphate). Potency, µM (series often up to 76.9 µM), inactives show at the highest dose activity, negative = inhibition, actives largely listed as inhibitors. hit rate 0.006% among 330,000. O00167; note: potency is the fitted concentration of half-maximal effect; % is set by controls: 0 for no effect and ±100 for the full control effect
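Eya2 (0.2 uM) preincubated 10 min at ambient with compound, then OMFP substrate added at 50 uM; 10 min reaction in 50 mM HEPES pH 7.5, 50 mM NaCl, 5 uM MgCl2, 0.05% BSA, 1 mM DTT. Fluorescence read at Ex 485/Em 525 nm.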
TCR act: activators of T cell receptors; 330,000 tested, under 10 active; primary human leukocytes, anti-CD3, IL-2 HTRF, 48 h; Potency, µM (titrated, usually from 9.22 µM), inactives show at the top dose activation of IL-2 secretion, usual class: activators; note: % of control where 0% means no effect
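TCR engagement came from a-CD3 beads alone, with compounds added to primary human leukocytes for 48 hr. Secreted IL-2 bridged europium cryptate- and d2-labelled anti-IL-2 antibodies, giving FRET emission at 665nm after 320nm excitation.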
Mito fusion act: inhibitors of mitochondrial division or activators of mitochondrial fusion. hit rate 0.23% among 320,000. AID 485298. Potency, µM (top dose mostly 46.1 µM), for inactives: top-dose growth rescue (activation), hits mostly activators. S. cerevisiae fusion-defective mutant growth rescue, CellTiterGlo 48 h;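 note: potency is the fitted concentration of half-maximal effect; % of control where 0% means no effect; nearly all actives have a fitted effect of over 45% in size; temperature-sensitive fusion mutants such as fzo1-1 at 37 °C on non-fermentable ethanol glycerol medium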
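Luminescent cell viability in 1536-well qHTS format served as the measure of rescued growth in ts fusion-mutant S. cerevisiae cultured on non-fermentable YPEG for 48 hours at 37C.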
uPA surface inh: cell surface uPA generation inhibition | cell surface uPA generation assay, qHTS | Potency, µM (series often up to 38.3 µM), for the others: at the highest dose activity change, negative = inhibition, most hits filed as inhibitors | hit rate 0.31% among 330,000; active = well fitted inhibition curve with a large enough effect; inconclusive = small, poorly fitted or top-dose-only effect; inactive = no such curve, though single readings can be large or run the other way; tested in mouse RAW 264.7 cells; note: potency is the fitted concentration of half-maximal effect; % is set by controls: 0 for no effect and ±100 for the full control effect; nearly all actives have a fitted effect of over 55% in size
* marks the source's active call; other numbers are inactive results; ? = inconclusive; . = no result given; [ ] = another dose, or the depositor's remark. Unless noted, calls come from the whole dose curve; as a rule, active = well fitted curve in the direction sought with a large enough effect; inconclusive = small, poorly fitted or top-dose-only effect, or another doubt; inactive = no such curve, though single readings can be large; an effect the other way counts as inactive or inconclusive. Outcome played no part in choosing rows; 3% or so of the library scored in one or more.

SMILES | Chronic BCR inh | ELG1 DNA repair | Tb PFK block | USP2a block | PTAP TSG101 blk | TSHR antag | B2AR arrestin | Eya2 phos inh | TCR act | Mito fusion act | uPA surface inh
CC(C)c1nc(C(=O)N2CCCC(N3CCN(c4cccc(Cl)c4)CC3)C2)cs1 (configuration not stated) | -12% | ? | -5% | 2% | 0% | -4 | 0.1% | 2% | -7% | 2% | -2%
COC(c1ccccc1)c1nnc(CCC(=O)N(C)CCc2ccccc2)o1 (configuration not stated) | -8% | -16% | -2% | 5% | -4% | -24 | 0.0% | -1% | 4% | 7% | 5%
Cc1ccccc1NC1=C(Cl)C(=O)N(C2CCCCC2)C1=O | ? | -4% | -7% | -1% | -6% | -6 | -0.4% | -6% | 8%[46.1 µM] | 0% | -10%
COc1cccc(NC(=O)c2oc3ccc(S(=O)(=O)N4CCOCC4)cc3c2C)c1 | ? | 21µM* | 2% | 1% | 1% | -22 | -0.2% | -16% | 1% | -3% | .
O=C(CSc1n[nH]c(-c2ccco2)n1)Nc1ccccc1F | ? | 3% | 1% | -1% | -6% | -2 | -0.6% | 0% | -5% | 0% | 3%
COC(=O)c1[nH]c2cc(OC)ccc2c1N=CN(C)C | 9% | -5% | 2% | 3% | -8% | -1 | -0.6% | -6% | 4% | -2% | -3%
Cc1ccc(CS(=O)(=O)CCC(=O)NCCc2ccccc2)cc1 | 6% | 9% | 3% | 0% | 0% | 1 | -0.2% | 8% | -4% | 3% | -3%
COC(=O)Nc1nncs1 | 4% | 25% | 3% | 6% | -8% | -13 | 0.6% | -27% | -3% | 0% | 8%
COc1ccc([N+](=O)[O-])cc1NC(=O)C(C)N1CCCC1 (configuration not stated) | 7% | -10% | 2% | 1% | -2% | 4 | 0.0% | 1% | 5% | -4% | 2%
Cc1cccc(-c2noc(CCC(=O)NCc3ccccc3)n2)c1 | ? | 5% | 2% | -8% | -1% | -5 | -0.3% | 14% | 0% | 7% | .
CCCCCCCCC(NC(=O)c1ccc(C#N)cc1)C(=O)NCCC (configuration not stated) | -6% | -2% | 4% | 0% | -3% | -4 | 0.0% | 22% | -2% | -2% | 7%
Cc1cc2nnc(SCC(=O)Nc3ccc(Cl)cc3)n2c(N)n1 | ? | 0% | -2% | -1% | 0% | -2 | -0.3% | -12% | 4% | -5% | -2%
Cc1ccc(C(=O)Nc2nc(-c3ccccc3)c(-c3ccccc3)o2)cc1 | ? | -1% | 4% | 1% | -1% | -8 | -0.4% | -4% | -2%[46.1 µM] | ? | 13%
CC(C)(C)OC(=O)C[C@@H]1C/C=C\C[C@H](CC(=O)N(CCO)Cc2ccccc2)C(=O)N[C@@H](c2ccccc2)COC1=O | -1% | ? | 0% | 4% | -2% | 1 | -0.2% | -22% | 1% | . | -7%
CCCNC(=O)CCc1cc(C(C)(C)C)c(O)c(C(C)(C)C)c1 | ? | 0% | -4% | 2% | -2% | -4 | 0.3% | -16% | -4%[46.1 µM] | -17% | 11µM*
COc1ccc2[nH]c(C(=O)N3CCC(n4nccc4NC(=O)C4CC4)CC3)c(C)c2c1 | 1% | -5% | 3% | -4% | -4% | -7 | 0.3% | 0% | 8% | -1% | -1%
COc1ccccc1/C=N/NC(=O)c1cc2c(OC)c(OC)ccc2[nH]1 | ? | -13% | -1% | 1% | -3% | -9 | -0.7% | 7% | -5% | 1% | ?
O=Cc1ccc(OCC(=O)NC(=O)NC2CCCCC2)cc1 | 7% | -1% | -2% | 1% | -2% | -5 | 0.1% | 4% | -2% | 5% | 3%
COCCNC(=S)N/N=C(\C)c1ccc(Cl)c(Cl)c1 | ? | -23% | -4% | -1% | -6% | -8 | ? | -10% | 0% | 0% | -20%
CC1(C)C(=O)NCCN1C(=O)CSc1nccc(-c2ccc(Br)cc2)n1 | 19% | -15% | -4% | -1% | -3% | -5 | 0.2% | 4% | -8%[46.1 µM] | -1% | -19%
Cc1cccc(NC(=O)N2CCc3ccccc3C2)c1C | ? | ? | -5% | 0% | -4% | -8 | -0.6% | 10% | 8% | 2% | 0%
Cc1cc(OC(C)C(=O)NCCCn2ccnc2)c2c(C)c(C)c(=O)oc2c1 (configuration not stated) | 0% | ? | -1% | 3% | 0% | 5 | -1.0% | 5% | -2% | 1% | -3%
CCn1cc(C(=O)OCC(=O)N(C)Cc2ccccc2)c(=O)c2ccc(C)nc21 | 8% | -18% | 3% | 0% | 1% | 6 | -0.2% | -6% | -2% | 1% | 0%
CN(CC(=O)Nc1ccccc1Br)CC(=O)NC(c1ccccc1)c1ccccc1 | -15% | 4% | -4% | 3% | -5% | 36 | -0.7% | 10% | -4% | 7% | 0%
O=C(Nc1nnc(-c2ccco2)o1)C1CC1 | 7% | 6% | -5% | 1% | 1% | -6 | 0.1% | -4% | -1% | 1% | -6%
CCOC(=O)N/N=C/c1ccc(OCCSc2ccc(Cl)cc2)c(OC)c1 | 0% | ? | -3% | 1% | -9% | -4 | -2.4% | -9% | 7%[46.1 µM] | -4% | 0%
CCN(CC)C(=S)NCCc1ccccc1 | 3% | 13% | 2% | 0% | -8% | 8 | 0.0% | 12% | 7% | 16% | 3%
CCN(CC)C(=O)c1[nH]cnc1C(=O)N[C@@H](C)C(=O)OC(C)(C)C | 14% | -20% | -1% | 9% | . | 3 | -0.2% | 13% | 0% | 0% | 21%
CS(=O)(=O)Cc1ccc(C(=O)Nc2cccc(-c3nc4ccccc4[nH]3)c2)cc1 | ? | ? | 5% | -1% | -1% | -42 | -0.9% | -11% | -5% | -5% | 0%
COc1cccc(NC(=O)c2sc3nc4n(c(=O)c3c2C)CCC4)c1 | ? | ? | 1% | 0% | -5% | 12 | -0.5% | -4% | -5% | ? | -19%
COc1ccc(-c2nn3c(-c4ccccc4)nnc3s2)cc1 | -1% | 9% | 5% | -2% | -5% | 23 | -0.6% | -2% | 0% | 3% | -5%
COc1ccc2c(CC(=O)Nc3ccccc3OC)coc2c1 | ? | ? | 1% | 1% | -11% | 17 | 0.3% | ? | 5% | 9% | -16%
COc1ccccc1CN1CC(C(=O)NCc2cc(C(C)C)no2)CCC1=O (configuration not stated) | -3% | ? | -1% | 1% | 1% | 3 | -0.2% | 4% | 1% | 0% | -7%
COc1ccc(S(=O)(=O)NCC(=O)O)cc1C(=O)NC1CCCCC1 | -5% | 25% | 1% | 5% | -1% | 35 | 0.0% | 4% | 1%[46.1 µM] | -4% | 0%
CN(C(=O)c1cnc(N2CCN(c3ncccn3)CC2)c2ccccc12)c1ccc(Cl)cc1 | -1% | ? | 2% | -4% | -4% | -9 | -1.1% | -5% | -51% | 3% | 1%
CN(C)c1ccc(/C=C(/C(=O)c2ccc(Cl)cc2Cl)n2cncn2)cc1 | 0% | ? | 0% | 4% | 22% | 6 | 0.0% | -1% | 1%[46.1 µM] | ? | -11%
CCCCC12CN3CC(C)(CN(C1)C31C(=O)N(C)c3ccc(C)cc31)C2=O (configuration not stated) | -23% | -31% | -1% | 0% | 0% | 7 | -1.5% | -2% | 2%[46.1 µM] | -1% | .
Cc1ccc(-n2c(SCCN)nnc2-c2cccc(C)c2)cc1 | -5% | 9% | -6% | 6% | -3% | 4 | 0.3% | -6% | -3% | 4% | -2%
COc1cccc(N2CCN(C(=O)c3ccc(CSc4nc5ccncc5[nH]4)cc3)CC2)c1 | ? | ? | 0% | 0% | -6% | 2 | -1.2% | 5% | -6% | -3% | -20%
Cc1cccc(CCNC(=O)C2CCC(=O)N2Cc2ccc(F)cc2)c1 (configuration not stated) | 4% | 13% | -3% | 6% | -8% | 1 | 0.4% | 14% | 7% | -1% | .
O=C(NNS(=O)(=O)c1ccccc1)c1ccc(O)cc1 | ? | ? | 1% | 2% | -2% | 32 | -0.1% | 11% | 3%[46.1 µM] | -2% | -3%
Cc1ccc2c(c1)N(CCC(=O)NCc1ccccn1)C(=O)CO2 | 6% | 14% | -5% | 0% | -8% | 1 | 0.4% | 10% | -3% | -2% | 6%
C=CCn1c(SCn2nnc3ccccc3c2=O)nnc1C1CCCCC1 | 0% | -5% | 1% | 4% | -1% | -7 | -0.1% | 7% | -3% | 8% | 5%
Cc1ccc(S(=O)(=O)N2CCOCC2)cc1C(=O)NCc1cccs1 | 2% | 6% | 1% | 11% | 0% | 9 | 0.5% | 13% | 9% | -3% | 3%
CS(=O)(=O)N(C(=O)NC(=O)NC12CC3CC(CC(C3)C1)C2)C1CCCCC1 | 7% | 16% | -4% | 0% | -7% | 0 | -1.1% | -15% | -1% | 6% | -1%

Bioassay records (PubChem BioAssay)
